PAFAH1B2 inh: PAFAH1B2 (human) inhibition; AID 492953; inhibition, % at 3.39 µM; actives 1.2% (n = 340,000); recombinant PAFAH1B2, FP-rhodamine activity probe, fluorescence polarization; P68402;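 active = inhibition above the mean of all tested compounds plus 3 SD, cut at about 24% in these data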;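 also: 0% = enzyme with DMSO and 100% = wells lacking PAFAH1B2; many of its hits are not listed in these tables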
Target sequence (P68402 whole entry, looked up): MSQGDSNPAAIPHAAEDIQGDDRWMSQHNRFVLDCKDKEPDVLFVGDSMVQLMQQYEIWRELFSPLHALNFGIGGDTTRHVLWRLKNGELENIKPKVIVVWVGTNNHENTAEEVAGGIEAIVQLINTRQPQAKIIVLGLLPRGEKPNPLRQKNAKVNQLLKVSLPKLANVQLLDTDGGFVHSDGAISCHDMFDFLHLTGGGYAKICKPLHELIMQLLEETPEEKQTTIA
GSTO1 inh: blocks human GSTO1 in RBBP9 counter-screen | recombinant GSTO1, activity-based probe fluorescence polarization | AID 1974 | inhibition, % at 5.96 µM | actives 1.1% (n = 300,000);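 active = inhibition above the campaign mean inhibition plus 3 SD, cut at about 35% in these data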;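 also: 0% = GSTO1-1 with DMSO and 100% = wells lacking GSTO1-1 enzyme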
PME-1 primary: blocks human protein phosphatase methylesterase 1. recombinant PME-1, FP-Rh probe fluorescence polarization. inhibition, % at 5.9 µM. actives 0.53% (n = 320,000);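 active = inhibition above the campaign mean of all compounds plus 3 SD, cut at about 26% in these data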;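 also: competitive labeling of PME-1 active site by serine hydrolase directed probe; 0% = PME-1 with DMSO and 100% = wells lacking PME-1 enzyme; inhibitors block probe labeling so polarization falls and inhibition rises; many of its hits are not listed in these tables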
Target sequence (Q9Y570 whole entry, looked up): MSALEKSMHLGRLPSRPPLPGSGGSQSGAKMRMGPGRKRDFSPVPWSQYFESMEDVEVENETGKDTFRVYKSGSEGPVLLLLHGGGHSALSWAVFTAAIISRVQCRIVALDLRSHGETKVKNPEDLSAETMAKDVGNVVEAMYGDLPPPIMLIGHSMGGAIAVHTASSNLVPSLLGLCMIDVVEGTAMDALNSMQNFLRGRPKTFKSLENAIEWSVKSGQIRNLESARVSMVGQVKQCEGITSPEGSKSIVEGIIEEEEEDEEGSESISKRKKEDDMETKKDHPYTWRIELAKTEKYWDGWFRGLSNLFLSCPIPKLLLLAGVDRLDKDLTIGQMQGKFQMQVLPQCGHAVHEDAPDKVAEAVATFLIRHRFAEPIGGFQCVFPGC
LYPLA1 counter: counter-screen for PME1 inhibitors: inhibitors of human LYPLA1. recombinant LYPLA1, FP-Rh probe fluorescence polarization. O75608. actives 0.16% (n = 320,000). inhibition, % at 5.9 µM;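 active = inhibition above the mean of all tested compounds plus 3 SD, set per campaign, cut at about 14% in these data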;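 also: inhibitors block serine hydrolase probe labeling of LYPLA1 so polarization falls; 0% = enzyme with DMSO and 100% = wells lacking LYPLA1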
Target sequence (O75608 whole entry, looked up): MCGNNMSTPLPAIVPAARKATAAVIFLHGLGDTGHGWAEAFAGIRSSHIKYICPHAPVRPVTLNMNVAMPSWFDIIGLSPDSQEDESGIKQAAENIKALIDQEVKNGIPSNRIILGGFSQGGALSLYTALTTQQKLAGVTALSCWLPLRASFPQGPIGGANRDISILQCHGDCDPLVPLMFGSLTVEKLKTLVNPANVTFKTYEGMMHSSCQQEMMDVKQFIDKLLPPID
PREPL inh: human PREPL enzyme inhibition; AID 2751; Q4J6C6; actives 0.68% (n = 320,000); inhibition, % at 5.96 µM; recombinant PREPL, fluorescence polarization activity-based probe; in the data active = inhibition above about 43%;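 also: 0% = enzyme with DMSO and 100% = wells lacking enzyme; many of its hits are not listed in these tables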
pPAFAH FP inh: inhibitors of human plasma PAF acetylhydrolase (pPAFAH); AID 463082; Q13093; actives 1.5% (n = 330,000); inhibition, % at 3.39 µM; recombinant pPAFAH, FP-rhodamine probe fluorescence polarization;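 active = inhibition above the mean inhibition across the screen plus 3 SD, cut at about 25% in these data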;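 also: inhibitors block binding of the rhodamine activity-based probe so polarization drops; 0% = enzyme with DMSO and 100% = wells lacking pPAFAH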
LYPLA2 inh: LYPLA2 (human) inhibition in PME1 counter-screen. O95372. recombinant LYPLA2, FP-Rh probe fluorescence polarization. inhibition, % at 5.9 µM. actives 0.38% (n = 320,000). AID 2177;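 active = inhibition above the screen-wide mean plus 3 SD, limit set per campaign, cut at about 26% in these data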;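 also: 0% = LYPLA2 with DMSO and 100% = wells lacking LYPLA2 enzyme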
PAD4 FP inh: inhibitors of human PAD4. actives 0.41% (n = 330,000). Q9UM07. AID 485272. inhibition, % at 6.36 µM. recombinant PAD4, RCA probe fluorescence polarization;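 active = percent inhibition above a cutoff equal to the mean of all tested compounds plus 3 SD, cut at about 15% in these data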;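 also: 0% = PAD4 with RCA probe and DMSO and 100% = probe without PAD4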
PAFAH1B3 inh: inhibitors of human PAFAH1B3; Q15102; recombinant PAFAH1B3, FP-rhodamine probe, fluorescence polarization; inhibition, % at 3.39 µM; actives 0.28% (n = 340,000);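 active = inhibition above the screen-wide average of all tested compounds plus 3 SD, cut at about 25% in these data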;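 also: 0% = enzyme with DMSO only and 100% = wells lacking PAFAH1B3 protein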
Target sequence (Q15102 whole entry, looked up): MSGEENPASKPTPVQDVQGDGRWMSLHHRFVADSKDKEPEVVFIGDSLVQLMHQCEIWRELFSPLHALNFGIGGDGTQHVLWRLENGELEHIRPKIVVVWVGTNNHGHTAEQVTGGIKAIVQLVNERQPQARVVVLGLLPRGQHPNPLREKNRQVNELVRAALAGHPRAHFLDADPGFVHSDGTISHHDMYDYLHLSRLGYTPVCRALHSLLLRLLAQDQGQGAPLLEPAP
* = called active by the depositor; x = no result given. Some of the compounds tested; count on the stated rates, not on these rows.

SMILES	PAFAH1B2 inh	GSTO1 inh	PME-1 primary	LYPLA1 counter	PREPL inh	pPAFAH FP inh	LYPLA2 inh	PAD4 FP inh	PAFAH1B3 inh
CC(C)(C)n1nnnc1C(c1cccs1)N1CCN(Cc2ccccc2)CC1 (centres undefined)	3	-2	-1	-1	12	-3	-1	4	-9
CCn1c(=O)cc(OCC(=O)Nc2ccc(C)cn2)c2ccccc21	7	2	3	2	11	2	3	0	6
CC(C)n1nccc1NC(=O)COC(=O)c1ccc(NC(N)=O)cc1	5	x	x	x	18	3	x	-1	6
c1coc(C2OCC3(CO2)COC(c2ccco2)OC3)c1 (centres undefined)	-6	9	-3	-2	5	8	-5	-2	5
COc1ccc(-c2[nH]ncc2[C@@H]2C[C@H]3CN(Cc4ccccc4C)C(=O)[C@]34CCCN24)cc1	-3	2	2	0	8	1	3	2	1
Cc1cc(C)cc(NC(=O)CSc2nc3c(oc4ccccc43)c(=O)n2-c2ccccc2)c1	-10	-9	-19	-10	-21	-11	-23	-11	-4
C=CCn1c(CCSCc2ccccc2)n[nH]c1=S	24	4	0	4	-13	6	-1	2	1
O=C(CN1CCCCC1)Nc1ccc(NC(=O)c2ccc(Cl)cc2)cc1Cl	-1	-2	-1	3	-3	-1	4	-2	4
COc1ccc2[nH]c(=O)c(CN(CCO)S(=O)(=O)c3ccc(C)cc3)cc2c1	-1	2	-5	-1	15	-2	-2	-7	-2
CC(C)CNC(=O)NC(=O)COC(=O)C1CSC2(c3ccc(F)cc3)CCC(=O)N12 (centres undefined)	3	4	-6	0	-4	12	2	-2	7
O=C1CCc2cc(NS(=O)(=O)c3ccc([N+](=O)[O-])cc3)cc3c2N1CCC3	1	8	0	-1	6	12	2	2	1
CCCN(CCC)CC(=O)NCC1(c2ccccc2)CCOCC1	-3	-7	-1	2	3	6	3	-1	9
COC(=O)c1cc(C(C)=O)n2ccccc12	1	2	2	-1	7	0	0	0	2
O=C(c1cc(-c2ccccc2Cl)nc2ccc(Br)cc12)N1CCN(c2ccccn2)CC1	-2	-3	-7	-6	-31	3	-13	-7	10
CN=Cc1sc2ccccc2c1O	6	3	-5	0	0	-3	-3	0	9

The last two records of the part before lead into the next:
SMILES	PAFAH1B2 inh	GSTO1 inh	PME-1 primary	LYPLA1 counter	PREPL inh	pPAFAH FP inh	LYPLA2 inh	PAD4 FP inh	PAFAH1B3 inh
O=C(c1cc(-c2ccccc2Cl)nc2ccc(Br)cc12)N1CCN(c2ccccn2)CC1	-2	-3	-7	-6	-31	3	-13	-7	10
CN=Cc1sc2ccccc2c1O	6	3	-5	0	0	-3	-3	0	9
COc1ccccc1NC(=O)CSc1nc2[nH]ncc2c(=O)[nH]1	3	-7	3	-1	-4	1	0	-2	10
S=C(Nc1ccc(Cl)cc1)NC1CC2CCCC(C1)N2C1CC1 (centres undefined)	6	2	3	-2	7	4	1	-1	6
COc1ccc([N+](=O)[O-])cc1NC(=O)C(C)Sc1ccccc1 (centres undefined)	6	-5	9	-5	12	-1	-3	-3	2
CC(C)(C)OC(=O)CC[C@@H](C(=O)N1CCN(C(=O)OC(C)(C)C)CC1)n1cc(C(Cc2ccc(O)cc2)NC(=O)OC(C)(C)C)nn1 (some centres undefined)	5	-7	0	4	8	4	-3	0	-2
COc1ccc(S(=O)(=O)N(C)Cc2ccc3c(c2)OCCO3)cc1	2	x	1	0	7	1	2	2	4
CN=c1scc(-c2ccccc2F)n1/N=C/c1ccc[nH]1	6	1	1	-2	6	7	-8	-22	9
CCn1c(SCC(=O)NC2=NCCS2)nnc1C(C)NC(=O)c1ccccc1F (centres undefined)	4	3	-1	-2	2	4	-5	8	-13
CC(O)(CS(=O)(=O)Cc1ccccc1Cl)C(=O)Nc1cccc(C(F)(F)F)c1 (centres undefined)	2	1	0	0	-5	2	2	-2	5
O=C(NCCN1CCCC1)c1ccc(Cn2c(=S)[nH]c3cc4c(cc3c2=O)OCO4)cc1	-1	-1	-7	-1	5	1	5	-2	7
COc1cccc(CNC(=O)C(=O)NCCc2ccc(OC)c(OC)c2)c1	-4	7	-1	-4	5	-2	-6	3	2
CCc1ccc2c(c1)c1nnc(NN)nc1n2C	-2	-9	8	-3	25	2	-6	-4	-3
COCCN=C1N[C@@H](c2cccc(C(F)(F)F)c2)C(C(=O)OC)=C(C)N1Cc1ccccc1	4	0	0	1	12	2	4	1	3
Cc1ccc(S(=O)(=O)N2CCN(Cc3ccccn3)CC2)cc1	11	0	1	2	2	1	-6	-1	9
COc1ccc(S(=O)(=O)N2CCN(C(=S)Nc3ccc(S(N)(=O)=O)cc3)CC2)cc1	5	1	10	-2	2	-1	-2	-3	14
Cc1ccc2c(c1)C(=O)C(=O)N2CCOc1ccccc1	1	4	-3	-2	3	4	-5	3	6
CCOc1ccc(NS(=O)(=O)c2cc(C(=O)N(CC)CC(=O)NCc3cccs3)ccc2C)cc1	7	12	1	6	2	6	17	-8	4
COCCn1c(SCC(=O)c2ccccc2)nc2c(c1=O)SC(C)C2 (centres undefined)	3	2	2	3	31	-2	6	2	1
CCOc1ccccc1NC(=O)CSc1nc2ccccc2c(=O)n1CC1CCCO1 (centres undefined)	5	2	3	-5	-14	2	-6	2	5
COc1ccc(-c2cc(=O)c3c(O)cc(O)cc3o2)cc1	-2	0	-17	-2	-92	4	-2	-3	13
O=C(Cn1ncc(Cl)c(Cl)c1=O)NC1CCCCC1	1	x	0	1	16	-2	14	6	29*
COc1ccc(-c2nc(=S)n3ccsc3n2)cc1OC	1	10	6	1	7	6	8	0	13
CC(=O)Nc1ccc(S(=O)(=O)NC2(C(F)(F)F)N=C(c3ccccc3)NC2=O)cc1 (centres undefined)	3	-3	1	2	13	-2	3	-1	2
C=CCN(C(=O)c1ccc(Cl)cc1)c1ccccc1C(=O)NCC(=O)O	9	-4	2	1	1	5	8	2	11
COc1ccc2[nH]c3c(c2c1)CCN1C(=O)C(CC(=O)NCc2ccco2)C[C@H](C(=O)N2CCOCC2)[C@@]31C (some centres undefined)	3	x	x	x	x	1	x	0	4
Cc1nc(N2CCN(Cc3ccccc3)CC2)nc2c1CCC2	1	7	-4	-1	9	2	1	-4	-2
CS(=O)(=O)N(CC(=O)NCc1ccccc1)C1CCCCC1	-1	-8	-2	0	2	3	-4	1	6
CC(=O)c1c(N2CCN(c3ccccn3)CC2)nc(=S)n(-c2ccccc2)c1C	-3	1	2	0	10	-5	1	1	-4
OC(COCc1ccccc1)CN1CCN(c2ccccc2)CC1 (centres undefined)	2	-2	-2	-1	-1	2	2	2	12
Cc1ccc(SCCC(=O)NCCSCc2ccccc2C)cc1	42*	-2	-6	-2	-2	4	0	2	2
Cc1ccc(-c2csc3nnc(SCC(=O)NCc4ccco4)n23)cc1	3	-2	-1	1	-4	4	-4	2	0
O=C(CC12CC3CC(CC(C3)C1)C2)NC1CC1	12	-5	2	0	20	0	3	-3	5
Cc1cccc(N(CC(=O)NC2CCCC2)C(=O)c2csnn2)c1C	5	2	1	0	-5	3	2	1	7
O=c1[nH]ncc(N2CCCCCC2)c1Cl	3	2	-2	3	4	-2	1	-2	-1
Cc1ccccc1C(=O)NNC(=O)CSc1nnc(-c2ccncc2)n1-c1ccccc1	5	-3	-6	1	-2	-8	5	2	7
CN1CCN(CCC(=O)N/N=C/c2ccccc2F)CC1	-3	4	6	1	12	0	7	-5	3
O=C1NC(=O)/C(=C\c2ccccc2Oc2ccc(F)c(F)c2)S1	26*	-14	-10	-6	7	8	10	2	-11
COc1ccc(NC(=S)Nc2ccccc2F)c(OC)c1	4	5	-9	2	10	4	-3	-7	12
COCCNCC1C(Oc2ccc(Cl)cc2)C(=O)N1c1ccccc1C (centres undefined)	0	-2	0	-1	11	2	-4	-1	7
COc1ccc(C(=O)NC(=S)Nc2nc(C)cc(C)n2)cc1Br	x	-4	-8	1	1	2	-2	3	x
O=C(Cn1[nH]c(=O)c2ccccc2c1=O)NNC(=O)c1ccccc1	4	-12	-1	-1	8	12	3	5	8
CCOc1cccc(/C=N/N2C(C)CCCC2C)c1O (centres undefined)	-1	10	4	-1	16	4	3	6	7
CC1CCCN(CCCNC(=O)CCn2nc(-c3ccccc3)ccc2=O)C1 (centres undefined)	-6	2	6	-2	10	0	-3	-9	2
Cc1cc(N/N=C/c2ccc(O)c(C)c2O)nc(-c2ccccc2O)n1	-4	-20	62*	-16	19	13	1	3	18
NCCCC[C@H](N)c1nnc([C@H](CCC(=O)O)NC(=O)C2CCNCC2)o1	2	-1	1	3	1	9	-3	1	7
CCOC(=O)Cn1nnnc1C(C(C)C)N(Cc1cc2c(C)cc(C)cc2[nH]c1=O)C1CCCC1 (centres undefined)	5	4	6	4	-13	5	7	-4	0

One compound at a time, as listed above. Screens in order: PAFAH1B2 inh | GSTO1 inh | PME-1 primary | LYPLA1 counter | PREPL inh | pPAFAH FP inh | LYPLA2 inh | PAD4 FP inh | PAFAH1B3 inh
Results for `Cc1ccccc1C(=O)NNC(=O)CSc1nnc(-c2ccncc2)n1-c1ccccc1` → 5 | -3 | -6 | 1 | -2 | -8 | 5 | 2 | 7
Results for `O=C(CC12CC3CC(CC(C3)C1)C2)NC1CC1` → 12 | -5 | 2 | 0 | 20 | 0 | 3 | -3 | 5

Next section.
SMILES	PAFAH1B2 inh	GSTO1 inh	PME-1 primary	LYPLA1 counter	PREPL inh	pPAFAH FP inh	LYPLA2 inh	PAD4 FP inh	PAFAH1B3 inh
COc1cccc(NC(=O)c2ccc(OC(F)(F)F)cc2)c1	5	1	-4	-1	-2	-2	-6	-2	-4
O=C(NC(=O)c1ccccc1O)c1ccc(C(F)(F)F)cc1	x	3	0	3	-13	5	-3	-1	x
CC1(C)Cc2cccc(OCC(=O)NCc3cccs3)c2O1	3	1	-2	-5	-4	5	-1	0	8
CCN(CC)CCC(=O)NN	8	7	2	-2	-3	-1	1	-2	7
CC(C)(CNC(=O)CNC(=O)c1ccccc1F)N1CCOCC1	-1	x	-6	-2	3	0	-1	4	-5
CCOC(=O)c1c(CN2CCOCC2)n(-c2ccccc2)c2cc(Br)c(OC)cc12	2	-7	-7	-4	-16	2	-3	-5	2
Cc1cccc(-n2c(CNC(=O)c3ccccc3)nnc2SCC(=O)Nc2nccs2)c1	1	3	4	1	-2	1	-6	-2	12
CN(C)CCCOC(=O)c1ccc(Br)cc1	4	-4	0	6	9	-1	7	0	4
Cc1cc(=O)oc2c(C)c(OCC(=O)NCCN3CCOCC3)ccc12	1	0	-11	-3	-7	0	-3	-3	6
CC(O)c1ccc(-n2cnnn2)cc1 (centres undefined)	4	2	5	2	4	4	6	2	9
CCOc1ccc(C(=O)NC(C(=O)NCc2cccnc2)C(C)C)cc1 (centres undefined)	7	-7	-9	5	19	-1	-6	-8	8
C=CC(n1cncn1)C(O)(c1ccccc1)c1ccccc1 (centres undefined)	2	2	0	-2	4	-3	-3	-4	4
COc1ccccc1C(=O)N(Cc1sccc1C)C1CCS(=O)(=O)C1 (centres undefined)	6	-1	3	5	-2	4	6	1	4
OCCNC(=S)Nc1cccc(Cl)c1Cl	-5	2	4	-3	-2	-2	-6	1	4
Cc1ccc(OCCNC(=O)c2ccccc2N)cc1	2	3	2	-4	9	-7	-7	-2	11
CCn1c(N)c(C(=O)NCc2ccco2)sc1=S	1	-5	-3	-2	-5	4	-4	2	0
Cc1ccc(N(C(=O)Cc2cccs2)C(C(=O)NC2CCCCC2)c2ccccn2)cc1C (centres undefined)	10	-5	14	-3	4	2	-2	-1	13
O=C(O)CSc1nnc(-c2cccs2)n1-c1ccc(Cl)cc1	6	-6	-6	2	-5	4	0	-1	5
COc1ccc(Nc2nc(C)nc3c2oc2ccccc23)cc1	5	2	21	2	15	9	-2	3	-1

Assay outcomes from PubChem BioAssay.
